Source: PubChem BioAssay (several laboratories)
RBBP9 inh: blocks human serine hydrolase RBBP9; O75884; recombinant RBBP9, FP-Rh probe fluorescence polarization; inhibition, % at 7.94 µM; 220,000 tested, 0.2% active;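 active = inhibition above the campaign mean of all tested compounds plus 3 SD, cut at about 14% in these data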;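 note: plate controls were DMSO wells with RBBP9 for no effect and wells lacking RBBP9 protein for full effect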
Target sequence (O75884 whole entry, looked up): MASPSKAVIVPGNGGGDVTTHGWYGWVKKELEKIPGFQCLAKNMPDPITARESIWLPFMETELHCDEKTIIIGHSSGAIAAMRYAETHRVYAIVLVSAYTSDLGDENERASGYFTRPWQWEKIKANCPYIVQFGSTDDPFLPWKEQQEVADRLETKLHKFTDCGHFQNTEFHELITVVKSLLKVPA
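Assay system: recombinant human RBBP9; Reagent: Serine-hydrolase probe FP-Rh, 375 nM pre-mixing; Doses: 7.94 µM single dose, 0.794% DMSO; Incubation: 30 min then 45 min, 25 °C; Detection: fluorescence polarization (mP), excitation 525 nm, emission 598 nm; Evaluation: percent inhibition from mP, scaled between DMSO and no-protein wells.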
NPY-Y2 PAM-ag: potentiates or activates human NPY-Y2 receptor | P49146 | cells expressing NPY-Y2, potentiator/agonist read-out | activation, % at 3.6 µM | 220,000 tested, 0.45% active; in the data active = activation above about 27%;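 note: cells stimulated with NPY near EC25 plus isoproterenol at EC100; 0% = vehicle plus submaximal agonist and 100% = vehicle plus saturating agonist; some results beyond the cut were filed as inactive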
Hck Nef HTS: blocks Nef-activated human Hck kinase; Recombinant Hck-YEEI plus Nef, Z-Lyte FRET kinase assay; 220,000 tested, 0.68% active; AID 463187; inhibition, % at 20 µM;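 active = Hck-Nef kinase inhibition above about 50%, limit read from the data; inactive = inhibition below that limit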;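 note: 0% = DMSO with Hck plus Nef and 100% = Hck alone without Nef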
p97 ATPase inh: human p97 ATPase inhibition; inhibition, % at 8 µM; 220,000 tested, 0.42% active; AID 1481; recombinant p97 ATPase, Kinase-Glo ATP luminescence, 3 h; in the data active = inhibition above about 15%;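 note: 0% = DMSO vehicle and 100% = wells lacking enzyme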
Target sequence (P55072 whole entry, looked up): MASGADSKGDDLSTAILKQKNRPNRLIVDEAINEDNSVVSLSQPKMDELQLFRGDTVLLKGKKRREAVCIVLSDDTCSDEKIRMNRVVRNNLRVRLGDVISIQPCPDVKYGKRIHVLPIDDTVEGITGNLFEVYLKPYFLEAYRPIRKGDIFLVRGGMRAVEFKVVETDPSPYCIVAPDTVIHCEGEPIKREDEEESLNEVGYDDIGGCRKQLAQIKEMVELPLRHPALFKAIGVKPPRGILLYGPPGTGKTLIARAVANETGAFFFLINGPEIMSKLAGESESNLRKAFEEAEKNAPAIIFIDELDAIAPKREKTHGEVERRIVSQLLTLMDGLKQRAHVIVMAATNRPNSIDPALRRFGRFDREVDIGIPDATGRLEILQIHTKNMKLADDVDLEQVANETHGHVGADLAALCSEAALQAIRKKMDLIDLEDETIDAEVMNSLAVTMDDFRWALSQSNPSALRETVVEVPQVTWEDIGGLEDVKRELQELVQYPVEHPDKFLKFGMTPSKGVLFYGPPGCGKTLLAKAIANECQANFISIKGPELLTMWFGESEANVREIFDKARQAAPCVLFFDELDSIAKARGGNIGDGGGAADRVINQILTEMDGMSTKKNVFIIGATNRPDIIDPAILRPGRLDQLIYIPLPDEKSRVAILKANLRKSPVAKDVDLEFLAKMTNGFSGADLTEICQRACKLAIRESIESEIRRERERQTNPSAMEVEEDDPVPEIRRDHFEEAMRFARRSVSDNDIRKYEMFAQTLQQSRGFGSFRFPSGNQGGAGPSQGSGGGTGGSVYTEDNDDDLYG
NPY-Y1 antag: blocks the human neuropeptide Y Y1 receptor; inhibition, % at 3.6 µM; AID 1040; HEK293-CNG Y1 cells, membrane potential fluorescence; NPY at EC95, then isoproterenol; P25929; 200,000 tested, 1% active;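 active = inhibition above the campaign mean inhibition of all tested compounds plus 3 SD, cut at about 20% in these data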;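 note: 0% = DMSO wells given NPY plus isoproterenol and 100% = isoproterenol alone without NPY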
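Test system – HEK293 Y1/CNG channel cell line · Also added – NPY agonist 25 nM, then isoproterenol 1 µM plus Ro 20-1724 25 µM · Compound dosing – one concentration, 3.6 µM, in 0.4% DMSO · Schedule – compound incubation 1 h at room temperature, readout 45 min post-stimulation · Technique – fluorescence, membrane potential probe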
Runt-SMMHC FRET: blocks binding of human RUNX1 Runt domain to CBFb-SMMHC; Cerulean-Runt/Venus-CBFb-SMMHC FRET ratio 530/480, 1 h; inhibition, % at 20 µM; 220,000 tested, 0.74% active; AID 1434;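 active = mean inhibition across duplicate retests at 20 µM reaching about 50%, limit read from the data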;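 note: 0% = DMSO wells and 100% = wells with excess untagged CBFb-SMMHC; inhibitors lower the FRET ratio by blocking Runt binding to CBFb-SMMHC; some results filed as inactive read as strong as hits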
MDM2 E3 inh: Mdm2 E3 ligase (human) inhibition. 210,000 tested, 0.11% active. AID 1230. cell-based MDM2 ubiquitination luciferase reporter, 2 h; 0 = plate control, 100 = twice control, blank-subtracted. Q00987. signal enhancement, % at 5 µM;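 active = signal enhancement of 30% or more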;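 note: luminescence tracks abundance of the self-degrading MDM2-luciferase fusion protein; higher signal means inhibition of MDM2 E3 ligase activity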
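Material: Stable MDM2–luciferase fusion reporter cells | Amount: 2000 cells seeded into each well | Dosing: One concentration, 5 µM, with 0.2% DMSO | Incubation: 4 h cell settling then 2 h compound exposure, 37 °C | Measured by: Luciferase luminescence | Read-out basis: % enhancement relative to plate controls after blank subtraction | Benchmarks: Control and blank well means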
NPY-Y1 PAM-ag: human NPY-Y1 potentiation or agonism, primary screen; NPY-Y1 expressing cells, potentiator/agonist activation; activation, % at 3.6 µM; 220,000 tested, 0.37% active; AID 1304; in the data active = activation above about 33%, passing the limit was not always enough;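 note: cells stimulated with NPY at EC10 then isoproterenol at EC100; 0% = low agonist plus stimulus and 100% = saturating agonist plus stimulus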
Runt-CBFb FRET: inhibitors of human RUNX1 Runt domain binding to CBFb. Cerulean-Runt/Venus-CBFb FRET ratio 530/480, 1 h. inhibition, % at 20 µM. 220,000 tested, 0.46% active;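 active = inhibition over about 50% at 20 µM in the single-dose screen, limit read from the data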;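 note: 0% = DMSO wells and 100% = excess unlabeled CBFb competitor control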
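System: Cerulean-labeled Runt domain protein | Quantity: 100 nM of each labeled protein | Schedule: 1 h compound exposure, room temperature | Detection: Fluorescence energy transfer, 422 nm excitation, 530/480 nm emission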
Starred values were filed as active, the others as inactive; . = not tested or not shown.

SMILES	RBBP9 inh	NPY-Y2 PAM-ag	Hck Nef HTS	p97 ATPase inh	NPY-Y1 antag	Runt-SMMHC FRET	MDM2 E3 inh	NPY-Y1 PAM-ag	Runt-CBFb FRET
COc1ccccc1N1CCN(C(=O)CN2C(=O)c3cccc4cccc(c34)C2=O)CC1	3.1	5.6	20.6	0.9	-4.8	1.1	-7.9	9.3	1.0
N#CC12CCCCC1CC1CCCCC1(C#N)N2Cc1cccnc1 (configuration not stated)	3.2	2.5	2.1	7.5	-0.5	-2.7	-27.3	17.3	-2.3
COc1cc(/C=N/N=C/c2cc(OC)c(O)c(OC)c2)cc(OC)c1O	-4.1	-0.1	2.4	0.9	5.1	-36.3	6.1	27.5	-22.9
O=C(COC(=O)c1ccc(Br)o1)NCc1ccco1	-1.0	-25.8	5.8	5.1	-3.2	.	.	-9.2	.
CC(C)c1cc(C(=O)O)n(-c2ccccc2)n1	-4.4	9.4	-1.2	5.5	2.1	0.8	-10.5	-25.2	2.8
CN(c1ccc(OCc2nnc(-c3ccccc3)o2)cc1)S(=O)(=O)c1ccccc1	-8.0	-16.1	1.4	-4.7	27.8*	-2.0	-3.1	-55.4	-0.9
COc1ccc(OC)c(S(=O)(=O)Nc2ccc(O)c(Sc3ncn[nH]3)c2)c1	-0.5	-2.3	-0.1	3.0	0.4	5.1	-3.1	10.8	17.9
Cc1ccccc1CNC1CCCCC1	-5.5	-11.3	4.2	0.7	4.3	-3.6	1.1	-6.7	-1.8
CCOC(=O)N1CCN(C(=O)c2ccc(N3C(=O)CCC3=O)cc2)CC1	-11.1	-8.1	2.1	-7.1	-1.3	-0.2	-14.0	11.3	-1.1
O=C(CCl)N1c2ccccc2OCC1c1ccccc1 (configuration not stated)	-7.3	-8.6	3.0	3.9	3.2	0.3	-9.1	-2.9	-1.4
Cc1ccc(O)c(NC(=O)CSc2ccc(Cl)cc2)c1	-7.8	2.7	-7.7	-3.6	-6.3	-4.6	2.7	3.3	0.4
CC1CCN(C(=O)COc2ncnc3ccccc23)CC1	-5.2	-10.2	25.0	-2.6	-2.8	1.2	-18.8	0.0	2.5
Cc1nc(S(=O)(=O)c2ccc(Cl)cc2Cl)nc2c1CCC2	-5.4	-17.0	0.7	-1.4	-4.0	-1.4	-7.4	-6.7	1.8
COC(=O)/C=C/COc1ccccc1[N+](=O)[O-]	-4.7	-8.5	21.9	1.5	-3.4	2.5	-27.8	-16.5	0.9
CC(C)(O)C#Cc1ccc(CN2CCN(Cc3ccsc3)C(CCO)C2)s1 (configuration not stated)	-3.3	-3.8	7.1	3.2	2.0	-2.7	-12.4	2.9	-0.3
CC(=O)NS(=O)(=O)c1ccc(N=NN2CCOCC2)cc1	1.4	1.6	5.8	2.8	6.6	-1.2	12.0	-2.7	1.9
O=C(NCc1ccccc1)C(c1ccc(F)cc1)N(Cc1ccc2c(c1)OCO2)C(=O)Cn1nnc(-c2cccs2)n1 (configuration not stated)	-3.8	-5.6	7.6	7.0	6.7	1.5	3.1	-0.5	0.0
COc1cc(C2SCC(=O)N2c2c(C)n(C)n(-c3ccccc3)c2=O)ccc1O (configuration not stated)	-14.2	-3.2	-4.9	-6.9	.	4.2	-13.1	-19.4	9.7
O=C(c1ccc(F)cc1)n1c(NCc2ccccc2)n[nH]c1=S	4.5	-3.4	12.1	-6.1	-3.9	4.1	-9.9	6.5	1.2
CCOCCCNC(=S)N1CCC(NC(=O)C23CC4CC(CC(C4)C2)C3)CC1	-4.7	-7.6	10.0	-1.5	-4.3	-0.4	-7.3	-5.5	-2.5
COc1cccc(OCC(=O)NNC(=O)Cc2cccs2)c1	-10.1	-0.2	2.8	-2.0	9.8	5.0	-2.9	-1.8	-0.4
Cc1ccc(NC(=O)CC(O)(C(F)(F)F)C(F)(F)F)c(Br)c1	-7.5	-11.3	-4.7	-2.6	4.7	0.1	-15.3	-5.8	-0.9
Cn1c(COc2nnc(-c3ccc(Cl)cc3)c3ccccc23)nc2ccccc21	0.6	13.1	2.3	-1.5	39.4*	2.8	-19.7	2.8	-1.2
Cn1c(=O)c2c(ncn2CC(=O)OCC(=O)NC(c2ccccc2)c2ccccc2)n(C)c1=O	-4.4	-7.2	0.6	-2.1	-0.7	-1.0	.	-7.4	-0.1
O=C(NC1CCCC1)C1(c2ccccc2)CCN(S(=O)(=O)c2ccccc2)CC1	-7.3	9.1	-4.3	1.3	8.3	-1.0	-7.3	-3.3	1.0
CCCCCCCCC(=O)N/N=C(\C)c1ccc(O)cc1O	-7.6	-5.7	-0.7	-7.8	13.1	-5.0	-8.9	-18.2	-5.9
COc1cc(NC(=O)c2ccc(Br)o2)ccc1NC(=O)c1ccccc1Cl	-5.2	12.5	13.0	1.3	-1.5	-7.4	-11.2	-1.5	-0.1
N/C(=N\OC(=O)Cc1ccc(-c2ccccc2)cc1)c1ccccn1	-2.0	4.9	11.8	1.2	8.2	0.4	-21.0	-11.1	-12.0
CN(C)c1nc(-c2ccccc2)ncc1S(=O)(=O)c1ccccc1	-3.7	-1.7	6.0	-0.4	4.8	0.2	4.2	9.5	-0.5
CCc1ccc(NC(=O)c2ccc3c(c2)C(=O)N(CCOC)C3Nc2ccc(CC)cc2)cc1 (configuration not stated)	-2.9	-3.0	-7.8	5.2	0.3	-3.3	.	-17.9	-0.1
COc1cc(/C=N/N=C(/N)c2nonc2N)cc(Br)c1OCc1ccccc1C	-12.0	-25.6	-6.0	-2.8	18.1	2.6	.	-55.1	-1.6
CCCOc1ccc(NC(=O)C2OC3OC(C)(C)OC3C3OC(C)(C)OC23)cc1 (configuration not stated)	-4.8	-7.6	6.7	8.1	-5.8	-0.8	-3.8	-9.1	0.8
Cc1cc(SCC(=O)NC(=O)NCc2ccco2)nc2c(C)cccc12	-9.5	-3.5	7.8	1.0	6.7	22.0	0.2	-11.7	25.6
COc1ccc(CNC(=O)C2CCCN(S(=O)(=O)c3cc(C)ccc3OC)C2)cc1 (configuration not stated)	-6.0	14.9	-1.0	0.3	-0.9	2.6	4.5	3.2	-0.1
COc1cccc(C(c2sc3ncnn3c2O)N2CCN(C(=O)c3ccco3)CC2)c1 (configuration not stated)	-5.2	-2.0	1.9	4.0	5.3	0.2	-8.9	1.3	-0.6
COc1ccc(OCC(O)CNC(=O)c2ccc(OC)cc2)cc1 (configuration not stated)	-1.2	-2.8	9.7	2.9	1.9	2.6	-24.4	-5.4	-0.5
CCCCN(Cc1ccccc1)S(=O)(=O)c1ccc2[nH]c(=O)oc2c1	-12.9	4.1	-4.9	-6.6	-2.5	0.0	-1.8	32.9	-1.0
COc1ccc(-c2csc(N3C(=O)CNC3=S)n2)cc1	3.3	-10.3	3.3	6.4	-0.6	1.2	-17.0	-4.7	-0.3
CCOC(=O)c1cn(Cc2ccccc2)c2cc(C)nn2c1=O	0.3	1.3	5.7	7.4	.	0.3	-6.7	-23.0	-0.3
O=C(Nc1ccc(Cl)cc1C(=O)Nc1ccc(Br)cn1)c1ccco1	-7.4	-27.5	6.5	-3.7	20.9*	0.1	-8.8	-90.8	0.1
N#CCCN(Cc1cccnc1)S(=O)(=O)c1ccc(S(=O)(=O)NC2CCCCC2)cc1	-7.4	-3.7	2.2	0.7	-5.8	-3.2	-15.7	6.0	0.0
Cc1ccc(C(=O)NCCc2ccc(S(N)(=O)=O)cc2)o1	-3.3	9.4	-3.8	-1.4	-3.2	-0.7	-5.4	-2.8	0.1
COc1ccc2[nH]c(=O)c(CNc3ccccc3)cc2c1	-0.6	-20.8	14.6	8.3	9.2	-19.8	-14.3	-0.9	-6.0
O=C(O)CCC(=O)N(Cc1ccco1)C1CC(=O)N(c2ccccc2)C1=O (configuration not stated)	-4.0	-3.0	16.8	6.1	.	-0.4	-6.1	5.4	0.7
CCOC(=O)c1c(-c2ccc(OCC)cc2)csc1NC(=O)CCN1C(=O)c2ccccc2C1=O	-4.5	1.9	1.7	7.7	7.7	-3.2	-12.5	12.0	-0.7
N#CCSc1nc2ccccc2c(=O)n1CCCC(=O)NCC1CCCO1 (configuration not stated)	-2.3	2.1	-5.5	1.0	-7.3	-2.5	-19.7	-1.1	-0.7
Cc1cc(C)c2nc3c(c(C(=O)O)c2c1)CCC3	-6.0	-24.4	10.1	3.8	10.6	2.2	-10.5	-6.9	-2.1
Cc1ccc(C)n1-n1cnc2scc(-c3cccs3)c2c1=O	-5.1	-9.7	3.8	-1.8	-1.1	-0.2	-10.2	-7.8	0.2
NS(=O)(=O)c1ccc(NC(=O)COC(=O)CCC2CCCC2)cc1	2.1	5.3	2.6	1.4	-0.4	-3.7	-5.7	-0.2	1.5
Cc1cc(C(=O)CN2CCCCC2)c(C)n1-c1ccc(F)cc1	-8.5	1.8	1.7	6.3	2.7	-0.6	-5.8	-28.9	0.9
